From PubChem
RNase H inhibition = RNase H inhibition, HIV 1 Gag Pol polyprotein, FRET biochemical assay, screening (AID 372) | HIV-1 RT RNase H, FRET RNA/DNA substrate fluorescence; higher % means a stronger effect | 100,000 compounds, 0.77% hits | inhibition, % at 10 µM; hits with a dose series show IC50 in µM; in the data active = inhibition above about 50%
* = called active by the depositor; & = joins results of further samples. Only part of the results is shown; count on the stated rates, not on these rows.

SMILES	RNase H inhibition
CCSCCOC(=O)C1=C(C)NC2=C(C(=O)CC(C)(C)C2)C1c1ccc(C)s1 (stereo not drawn)	2.0%
Cc1c(/C=C2/C(=O)NC(=O)N(Cc3ccco3)C2=O)c2ccccc2n1CC(N)=O	27.0%
CCOC(=O)Cc1cc(-c2ccc(O)cc2)nc2ccc3ccccc3c12	5.0%&24.0%
CCOc1cc(C(=O)Nc2ccc(NC(=O)c3cc4ccccc4o3)c(OC)c2)cc(OCC)c1OCC	11.0%
CCCOC(=O)C1=C(C)N(C)C(=O)NC1c1ccccc1Cl (stereo not drawn)	6.0%
Cc1cc(OCC(=O)Nc2ccccc2C(N)=O)ccc1Cl	0.0%
CCOc1ccc(OCCCCOc2ccc(I)cc2)cc1	20.0%
COc1ccccc1N1CC=C(c2cccc([N+](=O)[O-])c2)NC1=O	0.0%
Cc1cc2c(c(=O)o1)C(c1ccc([N+](=O)[O-])cc1)C(C#N)=C(N)O2 (stereo not drawn)	11.0%
O=C(O)CCCN1C(=O)/C(=C/c2ccc3c(c2)OCO3)SC1=S	7.0%
CCOC(=O)C1=C(c2ccccc2)N=c2s/c(=C\c3cccc(O)c3)c(=O)n2C1c1cccc(OC)c1OC (stereo not drawn)	6.0%
CC(O)CNC(=O)C1CC(=O)N(c2ccc(Br)cc2)C1 (stereo not drawn)	11.0%
Cc1ccc(NC(=O)c2ccc3ccccc3c2)c([N+](=O)[O-])c1	12.0%
CC(C)Oc1ccc(/C=N/NC(=O)C(=O)N2CCCC2)cc1	15.0%
Clc1cc(Cl)cc(N=Cc2ccc(C=Nc3cc(Cl)cc(Cl)c3)cc2)c1	28.0%
CSc1ccccc1NC(=O)CC1Nc2cc(C)c(C)cc2NC1=O (stereo not drawn)	18.0%
CCCOc1cccc(C(=O)Nc2cccc(-c3nc4ccccc4[nH]3)c2)c1	10.0%
C/C(CC(=O)Nc1ccc(Nc2ccccc2)cc1)=N\NC(=O)c1ccoc1C	16.0%
Cc1cc(C)cc(CC(CC(=O)O)C(=O)Nc2cccc(C(F)(F)F)c2)c1 (stereo not drawn)	7.0%
CCOC(=O)c1ccccc1NC(=O)CN(c1ccc(OC)cc1)S(=O)(=O)c1ccccc1	7.0%
CC(CC(=O)Nc1c(C(C)(C)C)cc(C(C)(C)C)cc1C(C)(C)C)c1ccccc1 (stereo not drawn)	20.0%
Cc1cccc(-c2cc(=O)oc(-c3ccccc3F)n2)c1	16.0%
CCC(=O)NC(=S)Nc1ccc([N+](=O)[O-])cc1OC	24.0%
O=C(N/N=C/c1cc([N+](=O)[O-])ccc1Cl)C1C2CCCCC21 (stereo not drawn)	3.0%

A different layout for 2 compounds above:
| molecule | RNase H inhibition |
| --- | --- |
| CCOc1ccc(OCCCCOc2ccc(I)cc2)cc1 | 20.0% |
| COc1ccccc1N1CC=C(c2cccc([N+](=O)[O-])c2)NC1=O | 0.0% |

New compounds follow.
SMILES	RNase H inhibition
N#Cc1c(N)c(C(=O)c2ccccc2)n2c1CCC2	13.0%
COc1ccc(OC)c(CNc2cc([N+](=O)[O-])ccc2OC)c1	22.0%
CCOc1cc(/C=C2\SC(=S)N(C3CCCCC3)C2=O)ccc1O	21.0%
CSc1nc(O)cc(=O)n1-c1ccccc1	15.0%
CC(=O)Nc1ccc(-c2ccnc(-c3ccc(NC(C)=O)cc3)n2)cc1	6.0%
Cc1ccc(C)c(CN2CCCN(C)CC2)c1	4.0%
O=C1NC(=O)N(c2ccc3c(c2)OCO3)C(=O)/C1=C/c1ccc(-c2cccc([N+](=O)[O-])c2)o1	0.0%
CCOC(=O)C(Oc1ccc2c(oc(=O)c3ccccc32)c1C)c1ccccc1 (stereo not drawn)	9.0%
COC(=O)c1cc(S(=O)(=O)N2CCCC2)c(Cl)cc1Cl	0.0%
COc1ccc(NC(=O)c2cccc(F)c2)c(OC)c1	8.0%
N#CSCCCCOc1ccc(Cl)c2ccccc12	25.0%
N#C/C(=C/c1ccc(-c2ccccc2)cc1)c1nc(-c2ccc(-c3ccccc3)cc2)cs1	26.0%
COc1ccc(Cl)cc1NC(=O)C1=C(C)NC(=S)NC1c1ccc(F)cc1 (stereo not drawn)	7.0%
Nc1nonc1C(=O)NCCNc1ccc([N+](=O)[O-])cc1Cl	0.0%
CCOc1ccccc1C=Nc1ccc(Cl)cc1Cl	14.0%
COc1cc(/C=N/Nc2nc(N3CCCCC3)nc(N3CCCCC3)n2)cc(Br)c1O	26.0%
COc1ccc(N(CC(=O)NN=C2CCN(C)CC2)S(=O)(=O)c2ccccc2)cc1Cl	13.0%
COc1ccc([N+](=O)[O-])cc1-c1ccc(/C=N/NC(=O)CSc2nnnn2-c2ccccc2)o1	8.0%
O=C1C(Cc2cccc([N+](=O)[O-])c2)S/C(=N/N=C/c2ccccc2)N1c1ccccc1 (stereo not drawn)	7.0%
CCOC(=O)c1c(C)nc2ccc(Cl)cn12	17.0%
O=C1c2ccccc2C(=O)C1(Nc1ccc(Cl)cc1)c1ccccc1	12.0%
Cc1cc(-c2ccc(N=Cc3cccc(O)c3O)c(C)c2)ccc1N=Cc1cccc(O)c1O	7.0%
COc1ccccc1NC(=O)c1c(NC(=O)C(C)(C)C)sc2c1CCCCC2	23.0%
CCCCCCCc1ccc(-c2nnc(-c3ccc(-c4ccccc4)cc3)o2)cc1	21.0%

Random excerpt: six compounds from above
SMILES	RNase H inhibition
COc1ccccc1NC(=O)c1c(NC(=O)C(C)(C)C)sc2c1CCCCC2	23.0%
CCOc1ccc(OCCCCOc2ccc(I)cc2)cc1	20.0%
CCOC(=O)Cc1cc(-c2ccc(O)cc2)nc2ccc3ccccc3c12	5.0%&24.0%
CCSCCOC(=O)C1=C(C)NC2=C(C(=O)CC(C)(C)C2)C1c1ccc(C)s1 (stereo not drawn)	2.0%
Cc1cccc(-c2cc(=O)oc(-c3ccccc3F)n2)c1	16.0%
O=C(N/N=C/c1cc([N+](=O)[O-])ccc1Cl)C1C2CCCCC21 (stereo not drawn)	3.0%

Carrying on:
SMILES	RNase H inhibition
COc1ccccc1OCCCCCCc1c(C)n[nH]c1C	0.0%
O=C(COc1ccc(Br)cc1Br)Nc1ccccc1C(F)(F)F	8.0%
O=C(NC(=S)Nc1nc(-c2ccccc2)cs1)c1ccco1	12.0%
C=CCN1C(=O)/C(=C/c2ccccc2OCc2ccc([N+](=O)[O-])cc2)SC1=S	21.0%
COc1cc([N+](=O)[O-])ccc1NC(=O)COc1ccc2ccccc2c1	10.0%
O=C(Nc1ccc(Cl)c([N+](=O)[O-])c1)N1CCc2ccccc21	6.0%
CCN(CC)C(=O)CN(c1ccc(OC)c(Cl)c1)S(=O)(=O)c1ccccc1	10.0%
CC(C)(C)c1ccc(S(=O)(=O)Nc2nc3ccccc3s2)cc1	3.0%
O=c1c[n+]([O-])c2ccccc2n1OCc1ccccc1	38.0%
Cc1cc(C)c(NC(=O)C(C)Sc2ncn[nH]2)c(C)c1 (stereo not drawn)	3.0%
Cc1cc(Br)c2[nH]c(O)c(N=Nc3cccc4cccnc34)c2c1	5.0%
Cc1ccccc1CSCC(=O)Nc1ccc(C(C)C)cc1	13.0%
COCC(C)NCc1ccc2c(c1)OCO2 (stereo not drawn)	9.0%
COC(=O)c1c(NC(=O)C2CC2)sc2c1CCCCCC2	21.0%
CCOC(=O)C(C#N)=C1CCCCCC1	0.0%
N#C/C(=C/c1ccc(-c2ccc(Cl)cc2)o1)C(=O)O	6.0%
O=[N+]([O-])c1ccccc1N/N=C/c1ccc(Cl)cc1	4.0%
O=C1NC(=O)N(c2ccccc2)C(=O)/C1=C\c1ccccc1I	11.0%
Cc1ccc(NC(=O)c2c(C)c(C)c(C)c(C)c2C)c([N+](=O)[O-])c1	0.0%
Cc1ccc(OCc2cc(C(N)=O)oc2C)cc1	5.0%
N#Cc1ccccc1C(C(N)=O)(c1ccccc1)c1ccccc1C#N	0.0%
COc1ccccc1NC(=O)C(Cc1c[nH]c2ccccc12)NC(=O)Oc1ccccc1 (stereo not drawn)	8.0%
CCOc1cc(C(=O)Nc2sc3c(c2C(=O)OC)CCCCC3)cc(OCC)c1OCC	0.0%
C=CCSc1nc2c(c(=O)n1-c1ccccc1)C1(CCCCC1)Cc1ccccc1-2	16.0%

Shown bar-delimited: part of the list above.
Compound | RNase H inhibition
N#Cc1ccccc1C(C(N)=O)(c1ccccc1)c1ccccc1C#N | 0.0%
COc1ccccc1NC(=O)C(Cc1c[nH]c2ccccc12)NC(=O)Oc1ccccc1 (stereo not drawn) | 8.0%
CCOc1cc(C(=O)Nc2sc3c(c2C(=O)OC)CCCCC3)cc(OCC)c1OCC | 0.0%

Other records.
SMILES	RNase H inhibition
CC(C)c1ccc(N2C(=O)NC(=O)/C(=C/c3cc4c(cc3Cl)OCO4)C2=O)cc1	8.0%
O=Cc1cc(Cl)c(OCc2ccc(Cl)cc2)c(Cl)c1	15.0%
Nc1nc2ccccc2n1/N=C/c1ccc([N+](=O)[O-])o1	2.0%
CCOc1cc(/C=C(\C#N)c2nc(-c3ccc(Cl)cc3)cs2)ccc1O	8.0%
CC1(C)C2CC3C(C)(O)C(c4ccccc4)P(=O)(Cc4ccccc4)C3(C)CC21 (stereo not drawn)	10.0%
CS(=O)(=O)N(CC(=O)N/N=C/c1cccc(OC2CSC2)c1)c1ccccc1Br	8.0%
CCCCOc1ccc(C(=O)Nc2cccc(NC(=O)c3ccccc3Cl)c2)cc1	24.0%
COc1cc(C)c(/C(C)=N\Nc2nc(C)c(C(C)=O)s2)cc1OC	5.0%
CCOc1cc(/C=C2\SC(=S)N(c3ccccc3)C2=O)cc([N+](=O)[O-])c1O	23.0%
COC(=O)c1ccc(NC(=O)c2ccccc2C)cc1	11.0%
O=C(NCCCO)C1CC(=O)N(c2ccc(Br)cc2)C1 (stereo not drawn)	2.0%
COc1cc([N+](=O)[O-])ccc1-c1ccc(C(=O)Nc2cccnc2)o1	38.0%
COC(=O)/C(=N/O)c1c[nH]c2ccccc12	11.0%
FC(F)(F)c1cccc(-n2ncnc2-c2ccc(Cl)cc2Cl)c1	0.0%
CSc1nc(=O)n(C)c(C)c1C(C)=O	15.0%
Cc1c(Cl)cccc1NC(=O)CSC(N)=O	0.0%
O=C(Oc1ccc2c3c(c(=O)oc2c1)CCCC3)C1CCCCC1	5.0%
CCN(CC)C(=O)C(=O)N/N=C/c1ccc(Cl)cc1Cl	0.0%
Cc1ccc(N=Cc2c(O)n(C)c(=O)[nH]c2=O)cc1	1.0%
COC(=O)c1ccc(-c2nnc(Nc3ccccc3C)c3ccccc23)cc1	16.0%
COc1ccc(Br)cc1/C=C/C(=O)N1CCN(c2ccc(Cl)cc2[N+](=O)[O-])CC1	5.0%
CC(C)NC(=O)c1ccc(CN2CCN(c3ccccc3)CC2)cc1	12.0%
C=CCNC(=O)C(=O)NCC1CCCO1 (stereo not drawn)	35.0%
CC(=O)Nc1ccc(NS(=O)(=O)c2cccc([N+](=O)[O-])c2)cc1	11.0%
O=C1CC(NCc2ccncc2)C(=O)N1c1ccc(I)cc1 (stereo not drawn)	0.0%
O=C(O)CC(=O)NC12CC3CC(CC(C3)C1)C2	15.0%
CCn1c2ccccc2c2cc(NC(=O)c3cccc([N+](=O)[O-])c3C)ccc21	15.0%
CC(=O)Nc1ccc(Sc2ccccc2[N+](=O)[O-])cc1C	0.0%
COc1cccc(OC)c1C(=O)Nc1cccc(C(=O)c2ccccc2)c1	43.0%
COc1ccc(CN2CCN(c3cccc(C(F)(F)F)c3)CC2)cc1	2.0%
O=C(CCCC(=O)N/N=C/c1ccc(Cl)cc1)N/N=C/c1ccc(Cl)cc1	0.0%
C=C(C)CNC(=S)N/N=C\c1ccc2c(c1)OCO2	0.0%
Cc1ccc(NS(=O)(=O)c2ccc([N+](=O)[O-])cc2)cc1	0.0%
CCOC(=O)c1ccc(NC(=O)CN(c2ccc(C)cc2)S(C)(=O)=O)cc1	9.0%
COc1cc(/C=C2\C(=O)NC(=S)N(c3ccc(F)cc3)C2=O)ccc1OCc1ccc(C(=O)O)cc1	18.0%
Cc1nnc(NC(=O)Cc2ccc(Br)cc2)s1	3.0%
Cc1ccc2c(c1)nc1c3ccc4c5c(ccc(c(=O)n21)c53)C(=O)N(c1ccccc1)C4=O	3.0%
COc1ccc(C(=O)c2ccc(N3CCOCC3)c([N+](=O)[O-])c2)cc1	1.0%
CCCOc1nc2ccccc2nc1NS(=O)(=O)c1ccccc1	1.0%
CCOC(=O)c1ccc(-c2ccc(/C=C(\C#N)C(=O)Nc3ccc(F)cc3)o2)cc1	12.0%
CCOC(=O)c1c(N2CCOCC2)c2ccccc2[nH]c1=O	14.0%
COc1ccc(-c2cn3ccccc3n2)cc1Br	6.0%
COc1ccc(NC(=S)NC(=O)c2cccc3c(Br)cccc23)cc1Cl	13.0%
CC1CCc2c(sc(NC(=O)c3cnccn3)c2C#N)C1 (stereo not drawn)	12.0%
O=C(CN(c1ccccc1)S(=O)(=O)c1ccccc1[N+](=O)[O-])NC1CCCCC1	7.0%
COC(=O)Cn1cc(/C=C2\C(=O)NC(=O)N(c3cccc(F)c3)C2=O)c2ccccc21	15.0%
COc1cc(CN2CCN(C(=O)c3ccc(-c4ccccc4)cc3)CC2)cc(OC)c1OC	10.0%
COc1ccccc1C(=O)Nc1cc(-c2nc3ncccc3o2)ccc1C	8.0%
Cc1ccccc1-c1noc(-c2ccc(Br)cc2)n1	14.0%
CCOC(=O)/C(N=Nc1cc(C(N)=O)ccc1OC)=C(/C)O	1.0%
Cc1ccc(C2C(C#N)=C(N)Oc3n[nH]c(C)c32)s1 (stereo not drawn)	17.0%
O=C(NC(=S)Nc1ccc2oc(-c3ccc4ccccc4c3)nc2c1)c1ccc(F)cc1	9.0%
COc1ccccc1N(CC(O)CN1C(=O)NC(C)(C)C1=O)S(=O)(=O)c1ccc(C)cc1 (stereo not drawn)	0.0%
CCOC(=O)C1=C(C)NC(=O)CC1c1ccc(C)cc1 (stereo not drawn)	7.0%
COc1ccc(NC(=O)/C(C#N)=C\c2ccc(-c3ccc([N+](=O)[O-])cc3)o2)cc1	17.0%
CCOC(=O)C1=C(C)N(c2ccc(OC)cc2)C(=O)/C1=C\c1ccc(C)cc1	14.0%
Cc1c(Cl)cccc1-c1ccc(C(=O)Nc2ccc(Cl)c([N+](=O)[O-])c2)o1	11.0%
COC(=O)c1cc(NC(=O)COc2ccc([N+](=O)[O-])cc2)cc(C(=O)OC)c1	13.0%
CCN(CC)CCN1C(=O)C(=O)/C(=C(/O)c2ccc(Cl)cc2)C1c1ccc(OC)c(OC)c1 (stereo not drawn)	0.0%
